CHO parental Ca – ATP-evoked calcium signal inhibitors, parental CHO, primary screen, counter-screen for OX1R antagonist project, cell-based, fluorescence, Fluo-8 calcium dye; parental CHO-K1, ATP-induced calcium, Fluo-8 fluorescence; inhibition, % at 5.6 µM; 0.63% of 330,000 active; AID 463079, 2010;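 active means inhibition above that plate's mean sample inhibition plus 3 SD, cut at about 26% in these data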;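 further: 0% = ATP-challenged DMSO wells and 100% = DMSO wells without ATP; some compounds past the cut are filed as inactive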
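test system = CHO parental line | reagent = ATP stimulus | measured by = intracellular calcium via Fluo-8 no-wash fluorescent dye | control set = ATP and no-ATP DMSO wells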
M1 ag – human M1 muscarinic receptor agonists, primary screen, Fluo-8 calcium fluorescence, CHO-K1 cells, HTS. activation, % at 3 µM. 0.33% of 360,000 active. AID 588814, 2011. CHO-K1 hM1, agonist mode; 0% DMSO, 100% acetylcholine EC100;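 active means activation above the run's mean compound activation plus 3 SD, cut at about 16% in these data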;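 further: peak over basal fluorescence ratio within a 140 s kinetic read after compound addition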
TAAR1 agonist – human TAAR1 agonists, primary screen, Fluo-8 calcium fluorescence, CHO RD-HGA16 cells. Trace amine-associated receptor 1 (Homo sapiens), Q96RJ0. vehicle wells 0%, saturating PEA agonist 100%. activation, % at 3 µM. 0.99% of 360,000 active;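 active means activation above the mean activation of all test compounds in the run plus 3 SD, cut at about 38% in these data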
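Assay system: CHO-derived RD-HGA16 cells with stable Gα16 and human TAAR1; timing: 17-24 h seeding, 75 min 37 °C dye, 30 min RT; read-out: % activation from peak over basal fluorescence ratio, DMSO-to-PEA scaled; measured by: kinetic Fluo-8 calcium fluorescence; benchmarks: low control DMSO, high control PEA (EC100); doses: 3 µM single concentration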
CHRM1 antagonist – human M1 muscarinic receptor antagonists, primary screen, CHO-K1 cells, Fluo-8 calcium fluorescence, 1536-well; Muscarinic acetylcholine receptor M1 (Homo sapiens), P11229; inhibition, % at 3 µM; 1.3% of 360,000 active; CHO-K1 hM1, ACh EC80 antagonist;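 active means percent inhibition above its own plate's cutoff, namely the mean of that plate's compound wells plus 3 SD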;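 further: peak over basal fluorescence ratio during 140 s after agonist addition; 0% = ACh EC80 plus DMSO and 100% = DMSO alone without agonist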
V1aR counter – agonists of human V1a receptor, primary screen, counter-screen for OXTR agonist project, fluorescence, CHO-V1R cells | Vasopressin V1a receptor (Homo sapiens), P37288 | Fluo-8 calcium fluorescence, agonist mode; 0% DMSO, 100% 3 nM vasopressin | activation, % at 3 µM | 0.25% of 320,000 active | AID 2797, 2010;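 active means activation above the mean activation of all tested compounds plus 3 SD, per screening run, cut at about 20% in these data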;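 further: signal is peak over basal fluorescence ratio across a 100 second FLIPR read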
Target sequence (P37288 whole entry, looked up): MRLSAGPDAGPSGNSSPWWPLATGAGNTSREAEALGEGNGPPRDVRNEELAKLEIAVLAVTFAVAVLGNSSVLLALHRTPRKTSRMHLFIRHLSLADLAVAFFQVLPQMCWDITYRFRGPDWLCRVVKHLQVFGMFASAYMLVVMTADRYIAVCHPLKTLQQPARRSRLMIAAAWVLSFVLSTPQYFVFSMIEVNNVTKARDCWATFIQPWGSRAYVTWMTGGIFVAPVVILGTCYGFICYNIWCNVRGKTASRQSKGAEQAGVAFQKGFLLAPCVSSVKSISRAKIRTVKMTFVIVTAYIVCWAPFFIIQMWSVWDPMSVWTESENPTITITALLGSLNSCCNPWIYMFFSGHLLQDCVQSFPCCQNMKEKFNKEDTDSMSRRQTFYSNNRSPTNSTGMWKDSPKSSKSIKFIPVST
OXTR agonist – human OXTR agonists, primary screen, fluorescence, CHO-OTR cells, Fluo-8 calcium; Oxytocin receptor (Homo sapiens), P30559; Fluo-8 calcium fluorescence; normalized: DMSO 0%, oxytocin 100%; activation, % at 3 µM; 0.32% of 320,000 active; AID 2435, 2010;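 active means activation above the mean of all tested compounds plus 3 SD, cutoff set per screening run, cut at about 20% in these data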;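 further: peak over basal fluorescence ratio from a 100 s FLIPR kinetic read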
Target sequence (P30559 whole entry, looked up): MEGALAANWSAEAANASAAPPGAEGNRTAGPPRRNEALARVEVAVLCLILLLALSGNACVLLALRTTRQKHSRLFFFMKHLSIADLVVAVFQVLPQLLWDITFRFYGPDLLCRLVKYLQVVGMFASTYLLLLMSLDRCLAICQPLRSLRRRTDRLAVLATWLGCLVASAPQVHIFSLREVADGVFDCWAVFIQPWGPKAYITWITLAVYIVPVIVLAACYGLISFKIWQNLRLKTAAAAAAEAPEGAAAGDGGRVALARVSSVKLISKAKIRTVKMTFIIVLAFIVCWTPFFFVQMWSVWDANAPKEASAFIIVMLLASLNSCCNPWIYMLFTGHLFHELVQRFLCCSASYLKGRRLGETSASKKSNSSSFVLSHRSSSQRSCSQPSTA
TAAR1 antagonist – human TAAR1 antagonists, primary screen, Fluo-8 calcium fluorescence, CHO RD-HGA16 cells. Trace amine-associated receptor 1 (Homo sapiens), Q96RJ0. antagonist. inhibition, % at 3 µM. 1.5% of 360,000 active. AID 624466, 2012;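 active means inhibition above a per-plate cutoff, the mean inhibition of test compounds on that plate plus 3 SD, cut at about 49% in these data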;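 further: 0% = DMSO plus EC80 beta-PEA response and 100% = DMSO alone without agonist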
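Material: RD-HGA16 CHO cells with stable hTAAR1 and Gα16; Dosing: single nominal final test compound concentration of 3 µM; Schedule: seeding 17-24 h prior, 75-min 37 °C, 30-min RT dye loading; Detection: kinetic Fluo-8 calcium fluorescence measurement; Measure: % inhibition from peak post-agonist over basal fluorescence ratio; Benchmarks: vehicle and agonist controls.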
OXTR potentiate – human OXTR potentiators, primary screen, fluorescence, CHO-OTR cells, Fluo-8 calcium; Fluo-8 calcium fluorescence, potentiator mode; 0% = oxytocin EC15, 100% = EC100; activation, % at 3 µM; 0.061% of 320,000 active; AID 2445, 2010;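 active means activation above that plate's cutoff, the mean activation of tested compounds plus 3 SD, cut at about 6.6% in these data, passing the limit was not always enough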;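 further: 100% uses oxytocin at 75 nM as the full agonist control; some results filed as inactive read as strong as hits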
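Assay system: CHO cell line stably expressing human OTR | Also added: Oxytocin at about EC15, sub-maximal agonist stimulus | Times: Compound 6 min at room temperature before oxytocin, 100 s read | Measured by: Fluo-8 intracellular calcium fluorescence, ex 470-495, em 515-575 nm | Controls: EC15 oxytocin alone as 0%, 75 nM oxytocin as 100%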
CHRM1 PAM – human M1 muscarinic receptor positive allosteric modulators, primary screen, CHO-K1 cells, Fluo-8 calcium fluorescence, 1536-well | CHO-K1 hM1, ACh EC20; 0% = ACh EC20, 100% = maximal ACh | activation, % at 3 µM | 0.088% of 360,000 active; in the data active means activation above about 19%, passing the limit was not always enough
Starred values were filed as active, the others as inactive; . = not tested or not shown.

SMILES	CHO parental Ca	M1 ag	TAAR1 agonist	CHRM1 antagonist	V1aR counter	OXTR agonist	TAAR1 antagonist	OXTR potentiate	CHRM1 PAM
COc1ccc(CNC(=O)COC(=O)c2ccc(C)c(S(=O)(=O)N3CCOCC3)c2)cc1OC	-6	-1	5	-3	3.2	3.6	-11	-6	3
Cn1c(=O)cc(OCCCC(=O)NCc2ccc(F)cc2Cl)c2ccccc21	-10	-11	4	-12	0.5	-1.4	7	-2	13
COC(=O)C1C(=O)C=C(Nc2ccc(F)cc2F)CC1c1ccccc1 (configuration not stated)	-3	-11	3	-4	-0.5	-0.1	-12	-8	-3
COCCCn1nnnc1SCC(=O)Nc1ccc2c(c1)OCCO2	-5	-2	2	3	-0.2	0.3	1	-5	7
Cc1cccc(NS(=O)(=O)c2ccc3[nH]c(=O)cc(C(=O)OC(C)C(=O)Nc4ccc([N+](=O)[O-])cc4)c3c2)c1 (configuration not stated)	4	-4	1	-2	-0.6	0.0	-39	-6	2
COc1ccccc1C1NC(=O)NC(C)=C1C(=O)OCC1CCCCC1 (configuration not stated)	.	-4	-1	-16	.	.	-19	.	7
COCCN(CCOC)S(=O)(=O)c1ccc(C(=O)Nc2nc(-c3ccccc3)c(C(=O)c3ccccc3)s2)cc1	-20	-4	0	6	1.5	0.6	3	3	-4
COc1ccccc1NC(=O)c1cccs1	-16	0	3	-4	-0.1	-0.8	6	-5	3
O=C(NCC1CCN(c2ccc(S(=O)(=O)N3CCOCC3)cc2)CC1)Nc1ccccc1	-1	0	4	-11	5.2	4.0	-18	-8	12
CN(Cc1ccccc1)C(=O)COC(=O)C1CCN(S(=O)(=O)c2ccc(Cl)c(C(F)(F)F)c2)CC1	4	-1	1	3	2.0	0.7	8	-5	-3

A draw from above in order of molar mass, rising:
SMILES	CHO parental Ca	M1 ag	TAAR1 agonist	CHRM1 antagonist	V1aR counter	OXTR agonist	TAAR1 antagonist	OXTR potentiate	CHRM1 PAM
COCCCn1nnnc1SCC(=O)Nc1ccc2c(c1)OCCO2	-5	-2	2	3	-0.2	0.3	1	-5	7
O=C(NCC1CCN(c2ccc(S(=O)(=O)N3CCOCC3)cc2)CC1)Nc1ccccc1	-1	0	4	-11	5.2	4.0	-18	-8	12
COCCN(CCOC)S(=O)(=O)c1ccc(C(=O)Nc2nc(-c3ccccc3)c(C(=O)c3ccccc3)s2)cc1	-20	-4	0	6	1.5	0.6	3	3	-4

Additional compounds.
SMILES	CHO parental Ca	M1 ag	TAAR1 agonist	CHRM1 antagonist	V1aR counter	OXTR agonist	TAAR1 antagonist	OXTR potentiate	CHRM1 PAM
CCOCCCNC(=O)c1ccccc1SCC	-8	-2	9	-2	0.1	-0.4	-9	-12	8
CS(=O)(=O)NCCNc1ncc(C(F)(F)F)cc1Cl	6	-7	1	-6	-0.3	-0.9	1	-8	13
O=C(Nn1cnc2ccccc2c1=O)c1ccccc1	-1	-4	4	-1	0.7	-1.0	-13	1	0
CC1CN(C(=O)CCC(=O)N2CCOCC2)c2ccccc2O1 (configuration not stated)	12	1	1	-8	-1.8	-0.9	-6	-5	5
c1ccc(SCCOCCN2CCOCC2)cc1	-10	-4	0	-17	1.2	0.0	-2	2	11
COc1cccc(CNc2nc3nc(C)cc(=O)n3[nH]2)c1	11	-1	7	-13	0.0	-0.7	19	-13	7
O=C(c1ccccc1)c1cc2cc(Cl)ccc2[nH]1	-5	-4	-1	-10	-0.5	-0.8	10	-10	8
COCCCN1C(=O)c2ccc(C(=O)OCC(=O)N3CCN(c4ccccc4)CC3)cc2C1=O	-3	-1	3	-5	3.1	0.1	-30	-3	11
COc1cc(/C=C(\C#N)c2nn(CCO)c(N)c2C#N)cc(OC)c1OC	-1	-8	0	-3	-0.5	-0.3	12	-10	5
Cc1ccc2c(CC(=O)NCc3ccc4c(c3)OCO4)coc2c1	-20	-3	0	0	0.1	-2.0	8	-6	1

Ordered by the number under CHRM1 antagonist (high to low): some entries from above
| canonical_smiles | CHRM1 antagonist |
| --- | --- |
| CC1CN(C(=O)CCC(=O)N2CCOCC2)c2ccccc2O1 (configuration not stated) | -8 |
| O=C(c1ccccc1)c1cc2cc(Cl)ccc2[nH]1 | -10 |
| c1ccc(SCCOCCN2CCOCC2)cc1 | -17 |

Next structures:
SMILES	CHO parental Ca	M1 ag	TAAR1 agonist	CHRM1 antagonist	V1aR counter	OXTR agonist	TAAR1 antagonist	OXTR potentiate	CHRM1 PAM
Cc1ccc(/C=N/Nc2ncnc3nc[nH]c23)cc1	-13	-7	3	-26	-1.2	-0.2	-15	0	14
O=C(NCCO)C(F)(F)C(F)(F)C(F)(F)OC(F)(C(=O)NCCO)C(F)(F)F (configuration not stated)	-9	-2	10	-8	-0.4	0.6	-11	-1	1
CCOC(=O)N1CCN(S(=O)(=O)c2c(C)nc3sccn3c2=O)CC1	-23	0	0	-18	0.2	1.4	2	5	13
O=S(=O)(CCn1cccc1)CCn1cccc1	-7	-2	5	-12	0.5	1.0	-13	6	8
COc1cc(C=NNc2ccccc2)ccc1OC(=O)c1ccccc1	.	-3	-1	-6	.	.	1	.	0
O=C(CSC(=S)N1CCOCC1)c1ccccc1	-6	-7	1	0	0.5	-0.4	-8	-6	12
Cc1sc2nc(C3CC3)nc(N3CCN(C(=O)c4ccccc4F)CC3)c2c1C	-12	-8	-2	3	-0.3	-2.0	6	-1	0
CCOC(=O)/C=C/C(=O)OCC(=O)Nc1ccc(C)cc1	1	-10	5	-1	-0.2	-0.8	6	-5	8
O=C(/C=C/c1ccccc1)Nc1ccc2c(c1)C(=O)NC2=O	0	6	19	-7	6.2	4.3	59*	-9	-3
N#Cc1ccc(C2=CC(=O)C[C@H](c3ccc(Cl)cc3)C2)cc1	-12	-3	16	-13	-0.3	-1.4	23	-5	11
O=c1oc(-c2ccc(O)c(O)c2)cc2cc(O)cc(O)c12	8	-4	2	-5	0.0	1.2	25	-6	8
Cn1nc(C(F)(F)F)cc1C(=O)O	5	-2	1	-10	0.5	0.3	1	-7	14
CC(C)(Oc1ccc(Cl)cc1)C(=O)NC1CC1	-4	-4	0	-1	2.1	-0.4	-13	-3	2
CC1(C)CC2=C(CO1)C(=S)NC(c1ccccc1)N2CC1CCCO1 (configuration not stated)	-24	-3	1	-1	0.9	-0.4	-13	-4	4
COc1ccc(C(=O)CSc2nnc(-c3cnccn3)n2Cc2ccco2)cc1	-7	-4	1	-7	-1.3	-1.4	15	-1	11
COc1cccc(C(=O)NCCn2ccc3ccccc32)c1	0	-1	0	-2	0.1	-0.8	9	-6	6
O=C(NC1CCCC1)C(c1ccncc1)N(C(=O)c1ccco1)c1ccc(F)c(Cl)c1 (configuration not stated)	-16	-2	4	-23	-0.5	-1.0	1	5	21
CC(=O)Cc1nsc(NC(=O)c2ccc(COc3ccccc3C)o2)n1	3	1	5	2	16	10.0	7	-13	-3
CC1CCN(C2CCN(S(=O)(=O)c3ccc(C(F)(F)F)cc3)CC2)CC1	-2	-13	2	-7	-0.9	-0.7	-7	1	10
COC(=O)c1cccnc1SCc1ccccc1	-8	-4	2	3	-0.3	-1.0	15	-1	1
Cc1nc(N2CCCCC2)sc1C=O	-5	.	1	.	0.6	0.8	9	5	.
O=C(Nc1ccc(F)cc1)c1cc(S(=O)(=O)Nc2ccc(F)cc2)cs1	27	3	13	26	11	8.4	42	-29	-9
COC(=O)c1ccc(NC(=O)CN(c2ccc3c(c2)OCO3)S(C)(=O)=O)cc1	-2	-2	1	-9	1.2	-1.0	-7	-3	7
CCOc1ccc(NC(=O)c2cc(C)nc3ccccc23)cc1	1	-5	2	-7	1.9	0.2	13	-14	8
Cc1onc(-c2c(F)cccc2Cl)c1C(N)=S	-2	-6	6	-11	1.0	1.0	0	-12	11
Nc1nc(SCC(=O)Nc2ccccc2)[nH]c(=O)c1NC(=O)c1cccs1	12	-5	0	-13	-0.5	-1.0	3	1	7
COc1ccc(NCC(=O)N/N=C/C=C/c2ccccc2[N+](=O)[O-])cc1	8	-4	1	-4	-0.2	0.0	6	-5	9
CCOC(=O)CCC1(C(=O)OC)C(=O)CCCCCC=C1C(=O)OC (configuration not stated)	.	9	3	-3	.	.	6	.	12
Cc1cc(-n2nc(C)cc2C)n2ncc(-c3ccccc3)c2n1	-14	-4	1	-2	-1.5	-2.3	-12	-3	8
COc1ccccc1/C=C/C(=O)OCC(=O)N1CCc2ccccc21	-36	-6	1	3	-0.1	-1.1	7	-1	-2
NS(=O)(=O)c1ccc(CCNCC(=O)N2CCC(Cc3ccccc3)CC2)cc1	-8	-7	2	4	0.9	0.4	-41	3	-12
O=C(Cc1ccccc1)NC(c1ccco1)c1c(O)ccc2ccccc12 (configuration not stated)	-8	-5	13	3	1.8	-1.9	2	-9	-1
COc1cc(/C=N/NC(=O)c2cccnc2)ccc1OC(=O)c1ccco1	-13	-1	6	2	1.0	0.2	-8	-7	-1
CCN1C(=O)c2cccc3c(S(=O)(=O)N4CCNCC4)ccc1c23	-20	-7	1	6	0.3	0.7	-2	-8	-5
Cc1[nH]c(=O)[nH]c(=O)c1CSc1nnc([C@H](CC(C)C)NC(=O)OC(C)(C)C)o1	-16	-2	12	-15	0.3	-0.7	-2	1	12
Cc1ccc(OCC(=O)Nc2ccccc2C(=O)NC2CC2)cc1C	1	-3	-1	1	0.4	-0.9	17	-14	-1
Cc1cc(Cl)c2oc(C(=O)NC(C)c3ccncn3)c(C)c2c1 (configuration not stated)	-28	-7	-2	-3	1.4	-1.6	-2	-3	3
CC(C)c1ccc(/C=C(\NC(=O)c2ccccc2)C(=O)NCCCn2ccnc2)cc1	-13	-3	1	0	0.5	-0.9	24	-4	5
Cc1cc(C)n2nc(SCc3nnc(-c4ccccc4Br)o3)nc2n1	-17	-1	24	-2	6.1	2.6	-13	4	3
CCN(C(=O)c1ccc(S(C)(=O)=O)cc1)C12CC3CC(CC(C3)C1)C2	-9	-12	5	-9	2.2	0.2	3	-3	5
Cc1ccc(-c2ccc(/C=C(\C#N)C(N)=S)n2C)cc1	-13	-4	2	5	8.9	-2.3	-11	-2	2
CC(C)(C)c1ccc(C(=O)NC(=O)COC(=O)CCS(=O)(=O)c2ccccc2)cc1	-20	-3	1	-12	3.5	5.4	-12	-8	14
